High-throughput results from PubChem.
CSN inh = blocks human CSN-mediated cullin deneddylation. Q92905. Purified CSN, SCF-Nedd8-OG deneddylation, fluorescence polarization. inhibition, % at 12.5 µM. 360,000 tested, 0.38% active. AID 651999;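 active means pattern-corrected inhibition above about 35%, with an unprinted fluorescence ratio check between 0.5 and 1.5, limit read from the data, passing the limit was not always enough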;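 further: 0% = enzyme with substrate and 100% = substrate without enzyme; some results filed as inactive read as strong as hits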
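Material: purified human Csn5 enzyme expressed in HEK293T cells / Medium: Tris buffer pH 7.5, NaCl, DTT, Tween-20, trehalose, ovalbumin / Compound dosing: 12.5 µM single point / Schedule: 90 min incubation of compound, enzyme and substrate at room temperature / Signal: fluorescence polarization of the substrate / Control set: no-enzyme wells high, enzyme-with-substrate wells low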
LMPTP inh = LMPTP (human) inhibition; AID 651560; inhibition, % at 20 µM; 360,000 tested, 0.22% active; recombinant LMPTP-A, OMFP fluorogenic substrate, fluorescence intensity;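 active means compounds that cut the enzyme signal by at least half of the control window in the single-dose screen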;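 further: plate controls were DMSO wells with enzyme plus substrate for no effect and substrate without enzyme for full effect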
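Assay system: LMPTP-A enzyme. Input: 0.625 nM LMPTP-A final. Probe or stimulus: 400 µM OMFP. Compound dosing: single 20 µM dose. Schedule: 50 min dark incubation at room temperature. Detection: fluorescence intensity of OMFP turnover product. Read-out: percent inhibition versus substrate-only and uninhibited controls. Benchmarks: no-enzyme low control, uninhibited high control.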
DNMT1 inh = blocks human DNA methyltransferase DNMT1 | AID 588458 | P26358 | 360,000 tested, 0.83% active | inhibition (reported as % activation of signal), % at 10 µM | DNMT1 molecular beacon, Hinp1I cleavage, fluorescence; in the data active means inhibition above about 50%
Target sequence (P26358 504-1616 limits assumed): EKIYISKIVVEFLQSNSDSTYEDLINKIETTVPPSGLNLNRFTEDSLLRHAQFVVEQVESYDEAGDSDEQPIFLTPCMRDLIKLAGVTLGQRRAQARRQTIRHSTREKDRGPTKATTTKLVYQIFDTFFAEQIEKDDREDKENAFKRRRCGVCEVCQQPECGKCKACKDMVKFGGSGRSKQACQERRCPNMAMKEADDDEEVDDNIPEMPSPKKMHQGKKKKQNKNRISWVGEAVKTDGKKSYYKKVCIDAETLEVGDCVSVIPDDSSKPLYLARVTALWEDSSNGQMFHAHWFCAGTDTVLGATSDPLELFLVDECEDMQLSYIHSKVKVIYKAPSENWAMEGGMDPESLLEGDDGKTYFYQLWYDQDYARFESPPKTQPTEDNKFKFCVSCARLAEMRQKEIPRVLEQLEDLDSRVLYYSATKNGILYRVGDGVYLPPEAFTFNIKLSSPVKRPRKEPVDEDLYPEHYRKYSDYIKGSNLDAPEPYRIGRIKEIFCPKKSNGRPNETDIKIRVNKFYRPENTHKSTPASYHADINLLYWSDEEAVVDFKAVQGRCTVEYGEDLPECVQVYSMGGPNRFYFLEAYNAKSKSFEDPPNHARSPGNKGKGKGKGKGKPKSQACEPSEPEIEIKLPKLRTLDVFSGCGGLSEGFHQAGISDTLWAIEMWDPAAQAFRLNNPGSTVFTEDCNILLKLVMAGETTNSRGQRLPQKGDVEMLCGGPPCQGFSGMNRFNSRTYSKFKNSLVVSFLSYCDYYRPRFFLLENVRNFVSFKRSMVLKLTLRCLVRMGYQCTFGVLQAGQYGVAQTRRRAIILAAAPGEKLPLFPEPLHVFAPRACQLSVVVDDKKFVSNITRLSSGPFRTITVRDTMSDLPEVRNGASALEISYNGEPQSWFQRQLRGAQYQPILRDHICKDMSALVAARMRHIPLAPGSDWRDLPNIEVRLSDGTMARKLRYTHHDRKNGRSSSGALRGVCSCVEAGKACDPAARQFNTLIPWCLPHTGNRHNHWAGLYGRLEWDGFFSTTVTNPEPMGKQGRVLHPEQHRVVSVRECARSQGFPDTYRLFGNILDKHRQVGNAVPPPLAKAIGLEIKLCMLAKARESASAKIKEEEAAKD
Rpn11 block = Rpn11 (human) deubiquitinase inhibition; 360,000 tested, 0.59% active; human 26S proteasome, Ub4-pepOG fluorescence polarization; 20S core pre-blocked with epoxomicin; calls only at 20 µM;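 active means inhibition at 20 µM, scaled to each plate's controls, above about 33%, limit read from the data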
NadD inh = inhibitors of Staphylococcus aureus NadD | purified NadD enzyme, colorimetric absorbance read-out | inhibition, % at 20 µM | 360,000 tested, 0.78% active | AID 602399; in the data active means inhibition above about 26%; further: some compounds past the cut are filed as inactive
Scp1 inh = inhibitors of human Scp-1 phosphatase; Q9GZU7; Recombinant Scp1, phosphopeptide, malachite green phosphate absorbance; inhibition, % at 20 µM; 340,000 tested, 0.88% active; AID 493091;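 active means inhibition above about 50% at 20 µM, limit read from the data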;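 further: plate controls were DMSO wells with enzyme for no effect and wells lacking enzyme for full effect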
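Times: enzyme reaction 45 min at room temperature, colour 5 min, stabilisation 30 min. Material: SCP-1 catalytic fragment, aa 76-261. Medium: Acidic Tris acetate buffer with magnesium and detergent. Signal: colorimetric free-phosphate detection, absorbance 630 nm. Read-out basis: % inhibition of SCP-1 phosphate liberation. Reagent: Phosphorylated 17-residue peptide substrate.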
SUMO1 PPI mod = alters human SUMO1 binding to SIM partners; P63165; SUMO1 binding to a labelled peptide, TR-FRET, 1 h; inhibition, % at 20 µM; 360,000 tested, 0.33% active; AID 602429; in the data active means inhibition above about 37%
Rin1-Abl PPI inh = inhibitors of human Rin1-Abl protein interaction; P00519+Q13671; TR-FRET Rin1/Abl binding, biochemical; inhibition, % at 7.35 µM; 360,000 tested, 0.4% active; in the data active means inhibition above about 5%, passing the limit was not always enough
Neddyl block = cullin neddylation inhibition; TR-FRET cullin neddylation, biochemical; 360,000 tested, 0.58% active; P61081+Q13564; calls only at 25 µM; in the data active means inhibition above about 36%
STEP inh = inhibitors of human striatal-enriched phosphatase STEP; recombinant STEP, OMFP fluorogenic substrate, fluorescence; 360,000 tested, 0.25% active; P54829; inhibition, % at 20 µM;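 active means inhibition at 20 µM, scaled per plate between control wells, above about 37%, limit read from the data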;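 further: 0% = DMSO with enzyme and substrate and 100% = substrate only without enzyme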
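material = STEP tyrosine phosphatase | reagent = fluorogenic phosphatase substrate OMFP at 25 µM final | doses = single compound dose of 20 µM, 1% DMSO final | schedule = 20 min reaction, room temperature, in the dark | measured by = fluorescence, 480/540 nm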
Starred values were filed as active, the others as inactive; i = inactive; . = not tested or not shown. A portion of the library, so the mix of outcomes need not match the whole.

SMILES	CSN inh	LMPTP inh	DNMT1 inh	Rpn11 block	NadD inh	Scp1 inh	SUMO1 PPI mod	Rin1-Abl PPI inh	Neddyl block	STEP inh
N#CCCn1cc(C(=O)NCc2ccccc2)c(-c2ccc3c(c2)OCCO3)n1	-7	-0.1	2	i	-3	-1	-2	-2	i	1
CC(=NCCN1CCCCC1)c1c(O)[nH]c(=O)[nH]c1=O	-1	-7.5	-2	i	-2	0	-1	-5	i	-1
C/C=C/CC1(CC)C(=O)NC(=S)NC1=O	7	1.9	2	i	-1	-4	-6	-1	i	-2
Cc1cccc(CN(C)C)c1OC(=O)N(C)C	-4	-0.5	-6	i	4	-9	-3	-4	i	-3
COc1cccc(CN2CCN(C(=O)COc3ccc4ccccc4c3)CC2)c1	2	1.4	-6	i	5	3	-4	1	i	0
COC(=O)C1=C(c2ccc(OC)c(OC)c2)C[C@@H]2CC[C@H]1N2C(=O)N1CCOCC1	0	-0.3	4	i	2	-11	1	-1	i	-2
C[C@]12CC[C@@H]3c4ccc(O)c(O)c4CC[C@H]3[C@@H]1CC[C@@H]2O	1	2.4	-21	i	27	-11	-2	2	i	0
C[C@]12CCC3C(CC[C@H]4C[C@H](OC(=O)c5cccnc5)CC[C@]34C)C1CCC2=O (some centres undefined)	1	1.9	-5	i	2	2	-3	2	i	1
CC(C)(C)n1nnnc1C(c1cccc2ccccc12)N1CCC2(CC1)C(=O)NCN2c1ccccc1 (centres undefined)	-1	3.8	-21	i	17	.	4	2	i	8
O=P1(Oc2ccccc2)C[C@@H](O)[C@@H](O)[C@H](COCc2ccccc2)O1 (some centres undefined)	0	-1.9	1	i	-3	-3	0	1	i	1
CCOC(=O)C1=C(C)OC(N)=C(C#N)C12C(=O)N(C)c1ccccc12 (centres undefined)	-4	0.0	2	i	2	-6	3	-3	i	-2
CCCn1ncc(CN2CCCC(C(=O)c3cccc(OC)c3)C2)c1C (centres undefined)	4	1.1	-1	i	-8	-1	-3	0	i	0
CC(C)n1c(O)c(C2c3cc(Cl)ccc3Oc3[nH]c(=O)n(C(C)C)c(=O)c32)c(=O)[nH]c1=O (centres undefined)	-1	0.7	-5	i	-2	-10	6	0	i	3
COC(=O)C1=C(c2cccc(OCc3ccccc3)c2)C[C@@H]2CC[C@H]1N2C(=O)NCc1cc(C)oc1C(F)(F)F	-5	5.6	-2	i	-3	-11	4	3	i	1
O=S(=O)(c1ccc(F)cc1)N1CCCC1c1cccnc1 (centres undefined)	-2	-1.3	2	i	-5	-23	-1	-2	i	-3
CN1CCc2cc(O)cc3c2[C@H]1Cc1ccc(O)c(O)c1-3	0	0.9	-2	i	-6	-16	-4	11	i	2
CCN(CC)S(=O)(=O)c1cccc(N=Nc2c(O)n(CC)c(=S)n(CC)c2=O)c1	2	3.1	0	i	1	-9	-20	-2	i	3
Cc1ccc2c(c1)C1C[N+](C)(CC(=O)c3ccc(Cl)cc3Cl)CCC1N2C(=O)c1ccc(F)cc1 (centres undefined)	-3	-0.5	7	i	22	95*	-11	2	i	-2
COc1cccc(C(c2nnnn2Cc2ccccc2)N2CCC3(CC2)C(=O)NCN3c2ccccc2)c1OC (centres undefined)	-3	5.6	-11	i	7	.	8	3	i	3
C[C@]12CC(=O)CC1CCC1C2CC[C@@]2(C)C1CC[C@@H]2O (some centres undefined)	-5	0.4	-1	i	-3	3	3	-1	i	-2
CCCCC(=O)N/N=C/c1c(O)n(CC)c(=S)n(CC)c1=O	97	-1.4	3	.	2	-10	2	1	i	-13
COc1ccccc1CCNC1CCC(C(C)(C)C)CC1 (centres undefined)	-7	-1.9	5	i	0	0	2	1	i	-1
Cc1cc(N2C(=O)C3CCCN3C2c2ccc(Cl)c(Cl)c2)no1 (centres undefined)	1	0.0	0	i	-2	-3	-1	2	i	2
CC(=O)Nc1ccccc1C(=O)OCC(=O)c1ccc2c(c1)OCCO2	-1	-0.3	-7	i	-3	-2	-2	-1	i	-3
O=[N+]([O-])/C=C1/NCCN1Cc1ccc(Cl)nc1	6	-2.8	0	i	-7	-5	1	-2	i	1

The list goes on, starting with the last 4 of the part before.
SMILES	CSN inh	LMPTP inh	DNMT1 inh	Rpn11 block	NadD inh	Scp1 inh	SUMO1 PPI mod	Rin1-Abl PPI inh	Neddyl block	STEP inh
COc1ccccc1CCNC1CCC(C(C)(C)C)CC1 (centres undefined)	-7	-1.9	5	i	0	0	2	1	i	-1
Cc1cc(N2C(=O)C3CCCN3C2c2ccc(Cl)c(Cl)c2)no1 (centres undefined)	1	0.0	0	i	-2	-3	-1	2	i	2
CC(=O)Nc1ccccc1C(=O)OCC(=O)c1ccc2c(c1)OCCO2	-1	-0.3	-7	i	-3	-2	-2	-1	i	-3
O=[N+]([O-])/C=C1/NCCN1Cc1ccc(Cl)nc1	6	-2.8	0	i	-7	-5	1	-2	i	1
CC/C(=N\NC(=S)Nc1ccccc1)c1c(O)[nH]c(=O)[nH]c1=O	-2	-0.7	0	i	-3	-7	-3	-2	i	-1
O=C(c1ccc2c3c(cccc13)CC2)C1CCCN(CC2CC2)C1 (centres undefined)	1	3.2	1	i	-6	3	-12	-1	.	2
Cc1ccc(S(=O)(=O)N(C)N=O)cc1	3	-1.1	-3	i	-4	-9	0	-3	i	-2
CNS(=O)(=O)c1ccc(-c2ccc(C=C3C(=O)NC(=O)NC3=O)o2)cc1	4	1.1	3	i	2	-8	-9	0	i	-1
CC(=NCc1ccco1)c1c(O)n(-c2ccccc2C)c(=O)[nH]c1=O	-1	-0.6	-1	i	1	3	-2	-3	i	-2
c1ccc(C2NCc3ccccc3-n3cccc32)cc1 (centres undefined)	2	0.7	6	i	0	3	1	-1	i	-3
Nc1c2c(nc3sc4c(c13)CCCC4)CCCC2	5	11	1	i	3	-13	-1	0	i	2
Cc1cc(C=O)c(C)n1C(C)C	-3	-2.1	3	i	-2	-5	1	0	i	1
COc1c(C)cc(C(=O)C2CCCN(Cc3cnc(C)s3)C2)cc1C (centres undefined)	3	-1.0	-1	i	2	-1	2	2	i	-1
C=CCn1c(O)c(C(CC)=NC(C)c2ccccc2)c(=O)[nH]c1=O (centres undefined)	-10	0.9	7	i	1	-4	6	9	i	21
COC(=O)C1=C(c2c(C)noc2C)C[C@@H]2CC[C@H]1N2C(=O)NCc1ccc(F)cc1	-3	-1.6	8	i	-3	8	-1	5	i	-2
N#CC[N+]1(CCCNP2(=O)C=C(c3ccccc3)OC(c3ccccc3)=C2)CCOCC1	5	-5.7	5	i	1	6	-4	4	i	-3
FC(F)(F)c1ccc(CNCCc2c[nH]c3ccccc23)cc1	1	-2.8	0	i	-8	-5	-1	-1	i	0
O=Cc1cn(Cc2ccc(F)cc2Cl)c2ccccc12	-1	0.1	8	i	-7	-8	1	-1	i	0
O=C(O)c1cc[c]([Hg][Cl])cc1	2	-1.4	29	i	20	96*	0	-1	i	-3
c1ccc2c(CNC3CCCCCC3)c[nH]c2c1	6	0.0	0	i	-6	3	-2	1	i	-5
O=C(/C=C/c1ccc(Br)cc1)NC(=S)N1C[C@H]2C[C@H](C1)c1cccc(=O)n1C2	0	-1.0	-1	i	-3	-1	5	3	i	1
Cn1c2ccccc2c2c(C(=O)N3CCC4(CC3)OCCO4)cn(C3CCCC3)c(=O)c21	-1	-0.2	2	i	-6	-10	-4	0	i	-3
C=C(C)[C@@]12OC3(c4ccccc4)O[C@@H]1C1[C@@H]4O[C@]4(CO)[C@@H](O)[C@]4(O)C(=O)C(C)=C[C@H]4[C@@]1(O3)[C@H](C)[C@H]2OC(=O)/C=C/C=C/c1ccccc1 (some centres undefined)	-3	3.6	-42	i	21	-10	-1	2	i	-3
COc1ccc(NC2=NCC(C)S2)cc1 (centres undefined)	2	-0.2	-3	i	-5	7	0	2	i	1
C=CCc1ccc(OC)cc1	1	-0.1	4	i	4	-4	1	-4	i	-4
C/C(=C/C=C/[C@@H](C)C(=O)O)[C@H]1CN[C@H](C(=O)O)[C@H]1CC(=O)O	1	1.1	13	i	-2	16	27	0	i	-5
CNP1(NC)=NC(C(F)(F)F)=NC(C(F)(F)F)=N1	-1	-0.4	-1	i	-9	-18	-4	2	i	-2
CCN1C[C@@]2(COC)C3[C@@H](OC)[C@H]4[C@@H]1[C@@]3(C1C[C@H]3[C@H](O)C1[C@]4(O)C[C@H]3OC)[C@@H](OC)C[C@H]2O (some centres undefined)	-4	-0.4	-1	i	-2	-1	1	0	i	0
CC(C(=O)c1ccc(Cl)cc1Cl)n1cncn1 (centres undefined)	-7	-3.1	0	i	-3	-1	-1	3	i	-2

Record cards (already shown). Order of values: CSN inh	LMPTP inh	DNMT1 inh	Rpn11 block	NadD inh	Scp1 inh	SUMO1 PPI mod	Rin1-Abl PPI inh	Neddyl block	STEP inh
CC(=NCc1ccco1)c1c(O)n(-c2ccccc2C)c(=O)[nH]c1=O is listed with -1	-0.6	-1	i	1	3	-2	-3	i	-2
Cn1c2ccccc2c2c(C(=O)N3CCC4(CC3)OCCO4)cn(C3CCCC3)c(=O)c21 is listed with -1	-0.2	2	i	-6	-10	-4	0	i	-3

New compounds follow:
SMILES	CSN inh	LMPTP inh	DNMT1 inh	Rpn11 block	NadD inh	Scp1 inh	SUMO1 PPI mod	Rin1-Abl PPI inh	Neddyl block	STEP inh
CCCCCn1c(=O)c(C(=O)NCc2ccccc2Cl)c(O)c2ccccc21	-2	0.4	1	i	-6	-7	1	-1	i	-1
CCCC(=O)c1ccc(CP(=O)(OCC)OCC)o1	-3	3.5	1	i	-6	1	2	-1	i	-2
O=C1NC(=O)C(=Cc2ccsc2)C(=O)N1	-2	-0.1	-1	i	-1	-2	2	2	i	2
CCCCCSc1cc(O)c(C(CNC)C(C)C)cc1OC (centres undefined)	-2	-1.5	5	i	-6	-8	-2	0	i	-3
CCOP(=S)(OCC)SCOC(=O)NCC(=O)OC	-1	-2.1	-1	i	-2	-2	-2	-3	i	2
O=C(COc1ccc(Cl)cc1)NC1CN2CCC1CC2 (centres undefined)	2	-2.0	2	i	-4	-10	1	1	i	1
COc1cc2c(c(OC)c1OC)-c1ccc(O)cc1C(NC(C)=O)CC2 (centres undefined)	5	-0.2	-5	i	0	1	-2	-2	i	-1
Nc1c(C(=O)OCc2ccccc2)c2nc3ccccc3nc2n1Cc1cccs1	0	6.4	-23	i	30*	5	-2	2	i	-4
O=C(NN=Cc1ccc(N(CCCl)CCCl)cc1)c1cccc([N+](=O)[O-])c1	0	33	23	i	5	93*	13	3	i	2
CCCCSP1(=S)NCCCN1	3	-4.8	1	i	-3	-13	0	2	i	2
